# Screens from PubChem BioAssay.
# CIT2 TOR yeast – yeast TOR pathway CIT2-GFP modulation; GFP response vs DMSO, % at 10 µM; S. cerevisiae CIT2-GFP strain, flow cytometry, 3 h; 100 means same as DMSO wells; 320,000 compounds, 0.065% hits; AID 2029;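 active = GFP response relative to DMSO above a set limit, near the screen mean plus 3 SD, cut at about 150% in these data; inconclusive = Fewer than 70 cells measured for a yeast strain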;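 note: ratio of well median GFP fluorescence to mean of DMSO wells on the plate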
# JMJD2C inh – human JMJD2C demethylase inhibition; 330,000 compounds, 0.069% hits; AID 2099; GST-JMJD2C(1-420) H3K9me3 demethylation, DELFIA europium; Q9H3R0; inhibition, % at 2.35 µM;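 active = more than half of a compound's replicate wells show inhibition beyond 50%, single wells judged on their own value; inconclusive = some, but no more than half, of replicates pass 50% inhibition; inactive = no replicate passes 50% inhibition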;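 note: signal counts dimethyl H3K9 product captured on neutravidin plate; 0% = median of DMSO wells and 100% = 0.3 times that DMSO median; strong numbers were not always called active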
# Target sequence (Q9H3R0 1-420 limits assumed): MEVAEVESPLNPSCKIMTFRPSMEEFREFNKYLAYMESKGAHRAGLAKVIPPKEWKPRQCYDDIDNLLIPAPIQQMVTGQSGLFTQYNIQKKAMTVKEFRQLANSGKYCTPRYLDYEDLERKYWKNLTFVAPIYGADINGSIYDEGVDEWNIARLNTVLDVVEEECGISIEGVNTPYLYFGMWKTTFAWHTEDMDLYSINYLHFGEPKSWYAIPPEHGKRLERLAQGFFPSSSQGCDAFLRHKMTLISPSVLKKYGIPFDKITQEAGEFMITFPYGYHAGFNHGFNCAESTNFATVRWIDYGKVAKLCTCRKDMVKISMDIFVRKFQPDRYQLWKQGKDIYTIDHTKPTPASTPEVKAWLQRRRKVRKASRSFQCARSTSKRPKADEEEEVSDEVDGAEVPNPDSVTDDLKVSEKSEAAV
# VLA-4 inh – inhibition in a human VLA-4 binding assay; P13612; VLA-4 expressing cells, ligand binding flow cytometry; inhibition, % (about 7 µM as worked out from the volumes in the protocol); 330,000 compounds, 0.2% hits; in the data active = inhibition above about 50%
# AGP1 TOR yeast – alters AGP1-GFP fluorescence in TOR pathway yeast screen. AID 2066. 320,000 compounds, 0.02% hits. S. cerevisiae AGP1-GFP multiplex flow cytometry, 3 h; GFP as percent of DMSO wells. GFP response vs DMSO, % at 10 µM;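 active = GFP response relative to DMSO above a set limit, near screen average plus 3 SD, cut at about 150% in these data; inconclusive = fewer than 70 cells counted for the yeast strain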;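 note: median GFP channel fluorescence of the gated AGP1 strain per well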
# MEP2 TOR yeast – yeast TOR pathway MEP2-GFP modulation; S. cerevisiae MEP2-GFP strain, flow cytometry GFP, 3 h; 100% = DMSO control level; GFP response vs DMSO, % at 10 µM; 330,000 compounds, 0.51% hits;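 active = GFP response versus DMSO above a set limit, roughly screen mean plus 3 SD, cut at about 180% in these data; inconclusive = fewer than 70 cells counted for a yeast strain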;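 note: median GFP fluorescence of the barcode-gated MEP2-GFP cells per well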
# LAP4-GFP MLPCN – alters LAP4-GFP fluorescence in TOR pathway yeast screen. AID 2023. 320,000 compounds, 0.34% hits. S. cerevisiae LAP4-GFP multiplex, flow cytometry GFP, 3 h; median GFP as percent of DMSO wells. GFP response vs DMSO, % at 10 µM;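 active = GFP response vs DMSO above a set limit, about the screen mean plus 3 SD, cut at about 150% in these data; inconclusive = under 70 cell events counted for the yeast strain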
# GRK2 inh – inhibitors of human GRK2 displacing RNA aptamer; P25098; bead flow cytometry, FAM-aptamer displacement from GRK2; inhibition of aptamer binding, % at 10 µM; 330,000 compounds, 0.59% hits; AID 488847;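 active = inhibition of aptamer binding above 40%, roughly 3 SD of noise, on plates passing a quality check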;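 note: median bead fluorescence of bound FAM aptamer so fluorescent compounds give negative values; no value below 0 was filed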
# RPL19A-GFP yeast – alters RPL19A-GFP fluorescence in TOR pathway yeast screen. S. cerevisiae RPL19A-GFP strain, flow cytometry, 3 h; hits give low values. percent response vs DMSO, % at 10 µM. 330,000 compounds, 0.3% hits. AID 2025;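 active = percent response vs DMSO below 50%; inconclusive = fewer than 70 events counted for the yeast strain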;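 note: median channel GFP fluorescence of the barcoded RPL19A-GFP strain; ratio of sample median GFP to plate DMSO average so 100% = DMSO; lower means less RPL19A-GFP as with rapamycin TOR inhibition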
# The depositor's hits bear a star; ? = inconclusive; nt = not tested or not shown; & = joins results of further samples; [ ] = dose if it differs, or a comment.
# Results follow in this order: CIT2 TOR yeast, JMJD2C inh, VLA-4 inh, AGP1 TOR yeast, MEP2 TOR yeast, LAP4-GFP MLPCN, GRK2 inh, RPL19A-GFP yeast
Cc1ccccc1NS(=O)(=O)c1cc(OCC(N)=O)c(C)cc1Cl
→ 105, -3, -3, 94, 104, 93, 0, 102
CC1CCCC(C)N1C(=O)CSc1nnc(NC(=O)c2cccs2)s1 (stereo not drawn)
→ 86, 3, 14, 101, 99, 110, 0, 94
CCCc1cc(=O)n2[nH]c(NCc3ccccc3Cl)nc2n1
→ 94, -1, 15, 107, 97, 108, 0, 99
O=[N+]([O-])c1cccc(CN2CCN(S(=O)(=O)Cc3ccccc3)CC2)c1
→ 100, 8, 3, 100, 97, 89, 0, 101
CC(C)NC(=O)CSc1nnc2sc3ccccc3n12
→ 106, -9, 3, nt, 108, 109, 2, 109
COc1cccc(NC(=O)N2C3CCCC2CC(NC(=O)C(C)(C)C)C3)c1 (stereo not drawn)
→ 103, -5, -3, 102, 100, 98, 1, 103
O=C(COC(=O)CCC(=O)c1cccs1)Nc1ccc(S(=O)(=O)N2CCOCC2)cc1
→ 95, 31, 12, 101, 104, 96, 0, 97
CCOC(=O)C1=C(C)NC(C)=C(C(=O)OCC)C1c1cc(N)ccc1OC(F)F
→ 99, -18, 6, 101, 99, 95, 0, 99
CC(C)OC(=O)CSc1nnc(-c2ccc(Cl)cc2Cl)o1
→ 101, 2, 16, 72, 107, 107, 0, 87
O=C(CCC(=O)N1CCOc2ccccc21)Nc1ccccc1Br
→ 109, 6, -28, 101, 103, 111, 2, 103
NC(=O)CCn1ccc2ccccc21
→ 98, -4, 0, 106, 104, 106, 1, 93
Cc1ccc(S(=O)(=O)N2CCC(C(=O)OCC(=O)Nc3cc(S(C)(=O)=O)ccc3Cl)CC2)cc1C
→ 103, -3, -5, 103, 105, 102, 1, 105
CCCn1c(CCl)nc2cc(S(=O)(=O)N3CCOCC3)ccc21
→ 95, -9, -1, 97, 95, 98, 0, 98
Nc1nonc1-n1nnc(C(=O)N/N=C/c2ccc(F)cc2)c1-c1ccc2c(c1)OCO2
→ 98, -19, -5, 99, 107, 96, 3, 101
CC(=O)n1cc(Nc2ccccc2C(=O)O)c2ccccc21
→ 97, -4, 25, 106, 101, 92, 1, 100
Cc1ccc(C(=O)NCC(=O)OCC(=O)NC2CCCCCCC2)cc1
→ 103, 2, -12, 106, 104, 101, 12, 105
O=C(COc1ccc(Cl)cc1)Nc1ccc(NC(=O)c2ccco2)cc1
→ 91, -11, -5, 88, 95, 83, 0, 81
CS(=O)(=O)N(CC(=O)N1CCN(c2ccccc2)CC1)c1ccc(Cl)c(C(F)(F)F)c1
→ 110, 2, 12, 104, 104, 93, 0, 103
CCC(C(=O)NC1CCCC1)N(C(=O)Cn1nnc(-c2cccs2)n1)c1cnc2ccccc2c1 (stereo not drawn)
→ 103, -2, 2, 106, 99, 109, 2, 100
COc1cc(OC)c(C2SCCN2S(=O)(=O)c2ccc(F)cc2)cc1OC (stereo not drawn)
→ 90, -20&-2, 8, 97, 100, 100, 0, 98
CC(C)(C)C1CCC(C(=O)OCC(=O)c2ccc[nH]2)CC1 (stereo not drawn)
→ 105, -10, 17, 100, 106, 93, 0, 109
CCOc1ccccc1CNC(=O)Cn1ccc2cc(S(=O)(=O)N3CCCC3)ccc21
→ 105, -1, -9, 97, 99, 96, 0, 99
CNC(=O)CN(c1cc(C)ccc1OC)S(=O)(=O)c1ccc(C)cc1
→ 101, -40, -4, 102, 97, 101, 0, 98
COc1ccc(CCN(C)C(=O)C(CCSC)NC(=O)c2ccco2)cc1OC (stereo not drawn)
→ 92, -1, -13, 92, 95, 87, 0, 94
COc1cccc(CNc2ccc(F)c(Cl)c2)c1O
→ 93, 4, 14, 90, 96, 114, 0, nt
COc1ccc(N2CCN(C(=O)c3cc(=O)c4ccc(C)cc4o3)CC2)cc1
→ 107, -5, 24, 98, 103, 94, 4, 101
COc1ccc(CN(CCC(c2ccc(F)cc2)C2CCOC(C)(C)C2)C(=O)c2ccco2)cc1 (stereo not drawn)
→ 106, -24, 1, 101, 102, 89, 0, 104
Cn1c(CNc2ccc(Cl)cc2)nnc1SCC#N
→ 109, 2, -6, 106, 105, 92, 1, 107
COc1cccc(C(=O)Nc2ccc3[nH]ncc3c2)c1
→ 93[may fluoresce red], 0, 10, 93[may fluoresce red], 94[may fluoresce red], 84[may fluoresce red], 0, ?
CSc1nnc(C(C)(C)C)c(=O)n1/N=C/c1ccccc1
→ 96, -2, 0, 101, 94, 104, 0, 99
COc1ccc(O)c(/C=N/NC(=O)CCC(=O)Nc2ccc(F)cc2)c1
→ 97, 3, 6, 92, 102, 89, 5, 100
CCCCn1c(CCNC(=O)CC)nc2ccccc21
→ 90, nt, 13, 94, 97, 93, 3, 97
CO/N=C/c1c(C(=O)OC)nn(-c2ccccc2)c1Cl
→ 86, -5, 1, 83, 86, 87, 0, 89
CN(CC(=O)N1CCCC1)S(=O)(=O)c1cc(Cl)ccc1Cl
→ 102, 4, 5, 103, 105, 104, 0, 106
O=C(Nc1ccccc1)N1CCN(C(=O)Nc2ccccc2)CC1
→ 102, -12, -4, 102, 99, 99, 0, 98
CSc1ccc(NC(=O)C(C)N2CCN(C)CC2)cc1 (stereo not drawn)
→ 107, 7, 9, 107, 99, 96, 0, 104
CC1CC1C(=O)OCC(=O)NCc1ccccc1 (stereo not drawn)
→ 102, -1, -8, 100, 105, 101, 0, 98
Cc1cc(C(=O)NCC(c2ccco2)N(C)C)ccc1[N+](=O)[O-] (stereo not drawn)
→ ?, 2, 12, ?, 142[may fluoresce violet], 67[may fluoresce violet], 0, 73[may fluoresce violet]
CCC1CCCCN1CC(=O)Nc1cc(C)nn1-c1nc(C)cc(C)n1 (stereo not drawn)
→ 96, 1, -12, 96, 101, 93, 0, 95
COc1ccc(CNC(=S)Nc2cc(C)cc(C)c2)cc1
→ 106, -1, 9, 103, 106, 114, 3, 107
O=C(COC(=O)CNC(=O)c1sc2ccccc2c1Cl)Nc1cc(Cl)cc(Cl)c1
→ 108, 5, 27, 103, 107, 90, 0, 108
COc1ccc(N2CCN(CC(=O)Nc3cccc(S(=O)(=O)N4CCOCC4)c3)CC2)cc1
→ 101, -4, -15, 103, 106, 111, 0, 105
CCc1nnc(NC(=O)CSc2nnnn2C)s1
→ 100, -8, 4, 101, 98, 99, 0, 102
COc1cc(/C=C/C(=O)OCC(=O)c2ccccc2)cc(OC)c1OC
→ 91, -5, 3, 91, 87, 92, 3, 90
COc1ccc(-c2c(C#Cc3ccc(N(C)C)cc3)c3ccccc3n2C)cc1
→ 103, nt, -16, 112, 107, 107, 0, 107
COc1ccccc1CC(=O)Nc1ccc([N+](=O)[O-])cc1OC
→ 82, 6, 15, 90, 68, 94, 0, 92
CN(C)S(=O)(=O)N1CCN(C(=O)N2CCOCC2)CC1
→ 87, 0, -2, 87, 93, 120, 0, 101
Cc1nn(CCC(=O)O)c2nc(-c3cccnc3)cc(C(F)(F)F)c12
→ 88, 5, 1, 86, 93, 89, 1, 89
CC(=O)N1CCN(c2nc3ccc([N+](=O)[O-])cc3s2)CC1
→ 99, -21, -3, 97, 103, 102, 0, 98
O=C(Cc1ccc(Cl)cc1)Nc1ccc(N2CCN(C(=O)c3ccco3)CC2)cc1
→ 124, -9, 13, 116, 115, 117, 0, 114
Cc1cc(C)cc(NC(=O)CSc2nc(=O)n(CCCN3CCOCC3)c3c2CCCC3)c1
→ 103, -5, -3, 108, 101, 115, 0, 98
COc1ccc(C(=O)N2CCN(c3nc(C4CC4)nc4sc(C)c(C)c34)CC2)cc1
→ 95, -1, -6, 101, 100, 102, 3, 106
NS(=O)(=O)c1cc2c(cc1Cl)NCNS2(=O)=O
→ 115, -17, -5, 88, 90, 105, 2, 96
Cc1nn(Cc2ccccc2)c(C)c1N
→ 98, -8, 11, 95, 101, 90, 0, 97
